Screening data (PubChem)
Tb PFK inh = blocks T. brucei phosphofructokinase; O15648; T. brucei PFK, ADP-Glo luminescence; Potency, µM (series often up to 57.5 µM), without a hit: at the highest dose activity, negative = inhibition, hits mostly inhibitors; actives 0.17% (n = 330,000); AID 485367;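 note: potency is the fitted concentration of half-maximal effect; 0% = uninhibited 1x PFK enzyme wells and -100% = no-enzyme wells; nearly all actives have a fitted effect of over 60% in size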
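PFK 1.25 nM, F6P 0.5 mM, ATP 0.1 mM, 0.1 M TEA pH 8.0, 5 mM MgCl2, 0.01% Tween20, 0.1% BSA; 45 min RT. ADP-Glo readout. qHTS titration up to 57 uM; curves fitted, compounds curve-classed.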
uPA generation = inhibitors of cell surface uPA generation; actives 0.31% (n = 330,000); AID 540303; cell surface uPA generation assay, qHTS; Potency, µM (highest dose often 38.3 µM), for the others: top-dose activity change, negative = inhibition, actives largely listed as inhibitors; active = well fitted inhibition curve with a large enough effect; inconclusive = small, poorly fitted or top-dose-only effect; inactive = no such curve, though single readings can be large or run the other way; tested in mouse RAW 264.7 cells; note: potency is the fitted concentration of half-maximal effect; % is set by controls: 0 for no effect and ±100 for the full control effect; nearly all actives have a fitted effect of over 55% in size
RORgamma inh = blocks mouse ROR gamma transcriptional activity. Drosophila S2 Gal4-RORgamma UAS-luciferase reporter, 20 h. Potency, µM (titrated, usually from 53.6 µM), without a hit: top-dose activity change, negative = inhibition, actives largely listed as inhibitors. actives 5.4% (n = 310,000). AID 2551; note: potency is the fitted concentration of half-maximal effect; % is set by controls: 0 for no effect and ±100 for the full control effect; nearly all actives have a fitted effect of over 60% in size
Target sequence (P51450 whole entry, looked up, the tested form may be a part): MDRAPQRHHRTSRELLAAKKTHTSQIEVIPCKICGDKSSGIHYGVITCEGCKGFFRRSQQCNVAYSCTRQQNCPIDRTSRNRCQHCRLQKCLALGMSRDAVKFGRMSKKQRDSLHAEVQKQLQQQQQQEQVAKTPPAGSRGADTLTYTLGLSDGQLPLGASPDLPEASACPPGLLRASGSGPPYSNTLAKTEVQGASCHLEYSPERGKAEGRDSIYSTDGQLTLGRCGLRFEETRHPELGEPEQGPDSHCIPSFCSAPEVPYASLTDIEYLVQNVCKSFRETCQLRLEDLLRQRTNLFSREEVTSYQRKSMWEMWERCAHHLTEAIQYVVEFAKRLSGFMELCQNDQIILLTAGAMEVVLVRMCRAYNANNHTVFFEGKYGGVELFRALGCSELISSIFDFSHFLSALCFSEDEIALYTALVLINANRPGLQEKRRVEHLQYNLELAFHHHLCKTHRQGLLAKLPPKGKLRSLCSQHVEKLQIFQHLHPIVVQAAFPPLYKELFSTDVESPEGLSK
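A Gal4/UAS one-hybrid system in insect cells: metallothionein-promoter Gal4–ROR gamma fusion plus Photinus luciferase reporter. Copper sulfate 700 uM final, 20 hr ambient incubation, luminescent detection after 10 min with reagent.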
Giardia killer = kills Giardia lamblia | Giardia lamblia trophozoite viability | activity change, % at 7.66 µM, hits read low | actives 0.15% (n = 340,000) | AID 540267; in the data active = activity change below about -80%; inconclusive = between about -30% and that limit;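 note: parasites exposed to compound for two days anaerobically before the ATP read; % is set by controls: 0 for no effect and ±100 for the full control effect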
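Giardia lamblia trophozoites (100 cells/well) were incubated with compounds for 48 h at 37 deg C under anaerobic conditions. Viability was read as ATP content by one-step luminescence after 15-30 min at room temperature.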
VP16 counter = Gal4-VP16 reporter inhibition counter-screen; Drosophila S2 Gal4-VP16 UAS-luciferase, luminescence, 20 h; Potency, µM (highest dose often 53.6 µM), inactives show at the highest dose activity, negative = inhibition, actives largely listed as inhibitors; actives 3.5% (n = 310,000); AID 2546;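 note: Gal4-VP16 expression switched on by copper sulfate through the metallothionein promoter; potency is the fitted concentration of half-maximal effect; % is set by controls: 0 for no effect and ±100 for the full control effect; nearly all actives have a fitted effect of over 50% in size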
NPC1 promoter act = activates the NPC1 promoter; Huh7 NPC1 promoter luciferase reporter, 24 h; Potency, µM (top dose mostly 9.22 µM), for the others: top-dose activation, usual class: activators; actives 2.4% (n = 320,000);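 note: potency is the fitted concentration of half-maximal effect; % of control where 0% means no effect; nearly all actives have a fitted effect of over 60% in size; reporter is driven by a mutant NPC1 promoter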
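Compounds in DMSO were transferred onto Huh7 NPC1-luciferase reporter cells pre-incubated 2 h; after 24 h at 37 °C, Amplite reagent was dispensed and luminescence recorded 10 min later.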
ELG1 genotox = inducers of genotoxicity in HEK293T ELG1-luciferase cells; HEK293T ELG1-luciferase reporter, luminescence, 16 h; Potency, µM (titrated, usually from 46 µM), inactives show at the top dose activity change, positive = activation, usual class: activators; actives 1.3% (n = 330,000); AID 504466; note: potency is the fitted concentration of half-maximal effect; % of control where 0% means no effect; nearly all actives have a fitted effect of over 60% in size
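Step 1: seed 2,000 HEK293T ELG1-luciferase cells per well. Step 2: add compound or DMSO, incubate 16 hr at 37 °C. Step 3: ONE-Glo, 30 min at room temperature, read luminescence.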
Coupling enz = inhibits coupling enzyme system, counter-screen for aldolase hits; coupling enzyme system counterscreen, AmpLite Red fluorescence; activity change, negative = inhibition, % at 58.2 µM, hits read low; actives 0.67% (n = 290,000); AID 2472; in the data active = activity change below about -30%; note: % is set by controls: 0 for no effect and ±100 for the full control effect
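Final compound at 57.5 uM, incubated 10 min at RT with coupling enzyme reagent (glyceraldehyde-3-phosphate), then 20 min with substrate and AmpLite Red detection. Fluorescence read at 525/598 nm; tests interference with the coupling assay, not aldolase inhibition.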
FLuc modulator = inhibits or activates purified firefly luciferase, miR-21 counter-screen; Potency, µM (titrated, usually from 57.5 µM), for inactives: at the top dose activity change, negative = inhibition, usual class: inhibitors; actives 6.9% (n = 360,000); purified FLuc, Km substrates, luminescence inhibition;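 note: potency is the fitted concentration of half-maximal effect; plate controls were vehicle for no effect and reference inhibitor for full effect; nearly all actives have a fitted effect of over 55% in size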
Target sequence (P08659 whole entry, looked up): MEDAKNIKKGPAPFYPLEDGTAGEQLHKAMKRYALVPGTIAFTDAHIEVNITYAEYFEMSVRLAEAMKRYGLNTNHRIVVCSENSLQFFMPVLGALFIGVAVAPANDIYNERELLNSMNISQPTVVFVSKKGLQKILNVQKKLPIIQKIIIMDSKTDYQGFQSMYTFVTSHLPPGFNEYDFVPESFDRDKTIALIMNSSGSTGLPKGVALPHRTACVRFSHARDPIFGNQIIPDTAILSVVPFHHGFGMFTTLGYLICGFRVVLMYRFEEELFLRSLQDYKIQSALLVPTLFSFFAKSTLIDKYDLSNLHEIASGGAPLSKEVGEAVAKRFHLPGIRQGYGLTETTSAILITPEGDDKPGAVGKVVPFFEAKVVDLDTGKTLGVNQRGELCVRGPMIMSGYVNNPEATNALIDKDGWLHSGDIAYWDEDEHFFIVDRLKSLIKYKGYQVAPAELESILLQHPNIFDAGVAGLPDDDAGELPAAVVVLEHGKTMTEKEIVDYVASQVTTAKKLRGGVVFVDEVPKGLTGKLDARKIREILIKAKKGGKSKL
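Purified P. pyralis luciferase (10nM final) with 10uM D-luciferin and 10uM ATP (Km levels) in 50mM Tris acetate pH 7.5, 10mM Mg acetate, 0.01% Tween-20, 0.05% BSA; qHTS 6-point titration, ~60 µM downward; luminescence read.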
KCNH2 3.1 block = KCNH2 3.1 (human) potassium channel inhibition; U2OS KCNH2 3.1, thallium flux FluxOr; stronger effect = lower value; activity change, % (tested at about 1.8 µM); AID 720553; actives 0.95% (n = 340,000);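 active = maximum activity change below -70%; inconclusive = maximum activity change from -70% to -50%; inactive = maximum activity change above -50%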;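 note: thallium influx rate constant from kinetic fluorescence after stimulation buffer; % is set by controls: 0 for no effect and ±100 for the full control effect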
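FluxOr-based Tl+ influx in U2OS cells transduced with KCNH2 3.1 virus; rate constants normalized to DMSO controls.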
Rab9 promoter act = activators of Rab9 promoter. Huh7 Rab9 promoter-luciferase reporter, luminescence, 24 h. Potency, µM (top dose mostly 9.22 µM), for the others: at the top dose activation, negative = inhibition, actives largely listed as activators. actives 2.8% (n = 320,000); note: potency is the fitted concentration of half-maximal effect; % of control where 0% means no effect; nearly all actives have a fitted effect of over 60% in size
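Promoter activation is measured as luciferase luminescence in Huh7 cells stably transfected with a Rab9 promoter–luciferase construct, following 24 h compound exposure at 37 °C and 10 min reagent incubation at ambient temperature.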
* marks the source's active call; other numbers are inactive results; ? = inconclusive; . = not tested or not shown; & = joins results of further samples; [ ] = another dose, or the depositor's remark. Unless noted, calls come from the whole dose curve; as a rule, active = well fitted curve in the direction sought with a large enough effect; inconclusive = small, poorly fitted or top-dose-only effect, or another doubt; inactive = no such curve, though single readings can be large; an effect the other way counts as inactive or inconclusive.

SMILES	Tb PFK inh	uPA generation	RORgamma inh	Giardia killer	VP16 counter	NPC1 promoter act	ELG1 genotox	Coupling enz	FLuc modulator	KCNH2 3.1 block	Rab9 promoter act
COc1ccc(-c2cc(=O)oc3cc(OCC(=O)NCC4CCC(C(=O)O)CC4)ccc23)cc1 (stereo not given)	4%	16%	13%	-6	10%	1%	6%	3	?	4	-3%
O=C(COC(=O)CNC(=O)C1CCCCC1)Nc1ccc2ccccc2c1	1%	-2%	-6%	10	6%	2%	13%	9	-10%	2	20%
COc1ccc2[nH]c3c(c2c1)CCN1C(=O)C(CC(=O)NCc2cccc(C(F)(F)F)c2)C[C@H](C(=O)N2CCCCC2)[C@@]31CCc1ccccc1 (stereo not given in full)	-1%	23%	.	-2	.	.	-3%	.	.	-1	.
Cc1cc2oc(=O)cc(Cn3nnc(-c4ccc(Cl)cc4)n3)c2cc1C(C)C	-1%	.	5%	.	7%	-1%	-1%	-5	5%	.	-10%
O=C(NNC(=O)C1CCCCC1)c1ccco1	-3%	5%	4%	-6	0%[10 µM]	1%	4%	0	-5%	29	-2%
COc1ccc(CCN2C(=O)CC(NNC(=O)c3ccccc3Br)C2=O)cc1 (stereo not given)	3%	-1%	12%	-8	-4%	-4%	-2%	0	3%	-7	1%
CC(Sc1nnc2n1CCCCC2)C(=O)Nc1ccccc1[N+](=O)[O-] (stereo not given)	-1%	11%	.	-10	.	.	1%	.	.	-3	.
COc1cc(OC)c(N(C)S(=O)(=O)c2cccc(C(=O)OCc3c(C)noc3C)c2)cc1Cl	-2%	1%	13%	-6	-11%	-7%	-11%	0	-4%	1	0%
Cc1cccc(C)c1OCC(=O)Nn1c(=O)[nH]c2ccccc2c1=O	0%	-1%	-13%	16	-3%	-1%	-5%	2	0%	0	-3%
CCC(CC)C(=O)Nc1c(C(=O)N2CCN(c3ccccc3)CC2)oc2ccccc12	-2%	-4%	20%	21	-17%	0%	-4%	.	3%&-12%	2	-7%
CC(C)(C)OC(=O)N1CCC[C@H]1c1nnc(SCC(=O)Nc2ccc(Br)cc2)o1	1%	-1%	15%	0	-10%	0%	-5%	2	1%	7	-1%
COc1cc(C(=O)NC2CCN(CC(=O)NC3CCCCC3C)CC2)cc(OC)c1OC (stereo not given)	-2%	0%	?	-11	-6%	3%	0%	4	1%	27	0%
NC1=NCc2ccccc21	0%	-8%	-20%	1	11%	-2%	1%	0	-2%	-10	-3%
COc1cccc(N(CC(=O)Nc2cccc(F)c2)S(C)(=O)=O)c1	-4%	7%	0%	-17	6%	-6%	0%	0	4%	3	-8%
Cc1cc(=O)n2nc(N3CCCC(C(=O)NCc4ccc(F)cc4)C3)sc2n1 (stereo not given)	1%	4%	4%	10	7%	4%	0%	0	0%	-16	0%
CCOC(=O)c1c(OCCO)nn(-c2ccccc2)c1N	-6%	-4%	2%	1	7%	-9%	1%	2	0%	-6	-1%
Cc1nc(SCC(=O)c2c[nH]c3ccccc23)n[nH]1	-9%	1%	-23%[0.365 µM]	5	.	-2%	5%	0	-17%	1	1%
Cc1cc(Nc2ccc(F)cc2C)n2ncnc2n1	-6%	0%	-21%	6	-3%	-2%	23%	1	7%	-13	2%
CCOC(=O)NC(=O)CSc1ccc2ccccc2n1	-4%	1%	?	0	-12%	-7%	-4%	6	-12%	1	1%
O=C(CN(CC1CCCO1)C(=O)CNS(=O)(=O)c1ccc(F)cc1)NCC1CCCO1 (stereo not given)	2%	0%	5%	-15	-16%	-1%	5%	0	2%	-11	1%

An excerpt from further up, for reference:
SMILES	Tb PFK inh	uPA generation	RORgamma inh	Giardia killer	VP16 counter	NPC1 promoter act	ELG1 genotox	Coupling enz	FLuc modulator	KCNH2 3.1 block	Rab9 promoter act
CCOC(=O)NC(=O)CSc1ccc2ccccc2n1	-4%	1%	?	0	-12%	-7%	-4%	6	-12%	1	1%
O=C(CN(CC1CCCO1)C(=O)CNS(=O)(=O)c1ccc(F)cc1)NCC1CCCO1 (stereo not given)	2%	0%	5%	-15	-16%	-1%	5%	0	2%	-11	1%

Molecules listed so far that contain a furan ring, fused or not, in the order listed:
SMILES	Tb PFK inh	uPA generation	RORgamma inh	Giardia killer	VP16 counter	NPC1 promoter act	ELG1 genotox	Coupling enz	FLuc modulator	KCNH2 3.1 block	Rab9 promoter act
O=C(NNC(=O)C1CCCCC1)c1ccco1	-3%	5%	4%	-6	0%[10 µM]	1%	4%	0	-5%	29	-2%
CCC(CC)C(=O)Nc1c(C(=O)N2CCN(c3ccccc3)CC2)oc2ccccc12	-2%	-4%	20%	21	-17%	0%	-4%	.	3%&-12%	2	-7%

(continued)
SMILES	Tb PFK inh	uPA generation	RORgamma inh	Giardia killer	VP16 counter	NPC1 promoter act	ELG1 genotox	Coupling enz	FLuc modulator	KCNH2 3.1 block	Rab9 promoter act
O=C(Nc1ccc(O)cc1)c1ccccc1OCc1ccccc1	2%	?	?	-14	3%	0%	0%	-1	-20%	-15	1%
CCCc1nnc(SCC(=O)N2CCCC(C)C2)n1CC1CCCO1 (stereo not given)	-4%	-1%	10%	-10	-3%	-7%	2%	.	6%	4	0%
O=C1c2ccccc2C2(c3cc(C(F)(F)F)cc(C(F)(F)F)c3)NCCN12 (stereo not given)	-2%	6%	7%	11	-2%	-3%	-1%	3	1%	-4	-3%
C[C@H](CO)N1C[C@H](C)[C@@H](CN(C)S(=O)(=O)c2ccc(F)cc2)Oc2c(NS(=O)(=O)c3ccc(F)cc3)cccc2C1=O	-2%	2%	.	?	.	.	0%	.	.	24	.
COc1cc(C(=O)NNC(=O)Cc2ccc(S(=O)(=O)N3CCOCC3)s2)cc(OC)c1OC	-3%	10%	10%	0	26%	4%	-8%	5	-1%	-5	4%
Fc1ccc(-c2nnc3ccc(N4CCCC4)nn23)cc1	10%	25%	-30%	6	-7%	3%	1%	0	2%	-3	-8%
CCCCOc1ccc(C2CC(=O)NC2=O)cc1 (stereo not given)	7%	.	-4%	7	?	?	0%	1	1%[2.3 µM]	2	2%
COc1ccc(C(=O)NCc2ccc(C)cc2)cc1S(=O)(=O)N1CCCc2ccccc21	-4%	-3%	27%	8	-3%	1%	14%	2	-13%	-9	0%
Cc1c(CC(=O)O)c(=O)oc2c(C)c(OCc3ccc(F)cc3F)ccc12	2%	-3%	12%	-22	-1%	1%	-2%	16	?	4	-2%
O=C1C2CC=CCC2C(=O)N1Cc1nnc(-c2ccc(Cl)cc2)o1 (stereo not given)	-3%	-5%	43%	-10	-4%	12%	?	1	19µM*	-10	?
CCN(Cc1ccccc1)C(=O)CSc1nc(C)cc2c1C(=O)OC2	-4%	1%	9%	4	3%	0%	0%	2	0%	-21	-1%
Cc1ccc(C)c(Nc2nn3c(=O)c4ccc(C(=O)NCc5cccnc5)cc4nc3s2)c1	3%	4%	-5%	0	-8%	-2%	8%[9.26 µM]	1	3%	6	-1%
CCn1c(CC(=O)Nc2ccc(Cl)cc2)nnc1SCC(=O)N1CCOCC1	3%	1%	-9%	2	-1%	3%	15%	.	-1%	.	-2%
CCOC(=O)c1c(C2CC2)csc1NC(C)=O	-10%	-3%	28%	-10	-7%	-1%	5%	2	-2%	-11	-8%
c1ccc(-c2nccc(-c3ccc(-n4cnc5ccccc54)cc3)n2)nc1	-4%	6%	?	11	-11%	2%	1%	2	-20%	2	3%
S=C(NCC1CCCO1)N1CCN(Cc2ccccc2)CC1 (stereo not given)	-11%	3%	-9%	-13	3%	-5%	0%	0	4%	20	-4%
O=c1cc(-c2ccccc2)[nH]c2ccc(F)cc12	7%	0.4µM*	?	10	-6%[96.6 µM]	-8%	?	1&0	?	-98*	-16%
CC1CC(C)CN(C(=O)CCNC(=O)c2ccccc2Cl)C1 (stereo not given)	1%	-2%	16µM*	19	?	1%	-11%	.	2%	-4	0%
CCc1ccc2c(c1)cc(CN(C(=S)Nc1ccccc1)C1CC1)c1nnnn12	-5%	-6%	47%	4	?	13%	-3%	0	1%	-1	1%
CCCN(CCC)C(=O)CC(c1ccccc1)c1cc(Br)ccc1O (stereo not given)	1%	.	1%	-3	-4%	1%	-12%	-3	-2%	-11	-1%

Full records, quoted from the list. Order of values: Tb PFK inh | uPA generation | RORgamma inh | Giardia killer | VP16 counter | NPC1 promoter act | ELG1 genotox | Coupling enz | FLuc modulator | KCNH2 3.1 block | Rab9 promoter act
c1ccc(-c2nccc(-c3ccc(-n4cnc5ccccc54)cc3)n2)nc1 is listed with -4% | 6% | ? | 11 | -11% | 2% | 1% | 2 | -20% | 2 | 3%
O=C1C2CC=CCC2C(=O)N1Cc1nnc(-c2ccc(Cl)cc2)o1 (stereo not given) is listed with -3% | -5% | 43% | -10 | -4% | 12% | ? | 1 | 19µM* | -10 | ?
